P. falciparum M1AAP – P. falciparum M1AAP inhibitors, biochemical, fluorogenic H-Leu-NHMec substrate, 1536-well (AID 1445). Aminopeptidase N (Plasmodium falciparum (isolate 3D7)). recombinant M1AAP, H-Leu-NHMec fluorogenic kinetic assay; higher % means a stronger effect. hit rate 0.42% among 220,000. inhibition, % at 30 µM; hits with a dose series show IC50 in µM;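 active = primary inhibition above the hit cutoff, then over 50% inhibition at one or more dose response concentrations, cut at about 23% in these data, passing the limit was not always enough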;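 note: plate controls were DMSO full reaction for no effect and no enzyme background for full effect; strong numbers were not always called active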
human PMI inhibitors – human PMI inhibitors, high substrate, primary screen, biochemical, fluorescence intensity, high mannose 6-phosphate (AID 1220) | Mannose-6-phosphate isomerase (Homo sapiens) | recombinant PMI enzyme, coupled fluorescence intensity; higher % means a stronger effect | one-dose inhibition, % at 20 µM; IC50 in µM for titrated hits | hit rate 0.66% among 190,000
M17LAP inhibition – P. falciparum M17LAP inhibitors, primary screen, biochemical, fluorogenic H-Leu-NHMec substrate, 1536-well (AID 1619). hit rate 0.38% among 220,000. recombinant M17LAP, H-Leu-NHMec fluorogenic kinetic assay; higher % means a stronger effect. Leucine aminopeptidase (Plasmodium falciparum (isolate 3D7)). one-dose inhibition, % at 30 µM; IC50 in µM for titrated hits;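 active = compound inhibiting the enzyme by more than half at any dose during confirmatory dose-response retesting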;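 note: plate controls were full reaction with DMSO carrier for no effect and no enzyme background for full effect; strong numbers were not always called active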
West Nile antiviral – West Nile virus antiviral activity, cell-based, CPE readout (AID 1621); West Nile virus-infected cells, CPE inhibition; higher % means a stronger effect; CPE inhibition, % at 10 µM; hits with a dose series show IC50 in µM; hit rate 0.02% among 290,000; in the data active = a potency from the dose series; note: strong numbers were not always called active
RSV CPE inhibition – RSV antiviral activity via CPE protection, HEp-2 cells, primary 10 µM value included (AID 2391); HEp-2 cells, RSV-induced CPE inhibition; higher % means a stronger effect; hit rate 0.13% among 310,000; one-dose CPE inhibition, % at 10 µM; IC50 in µM for titrated hits; in the data active = a potency from the dose series; note: strong numbers were not always called active
TNAP activation fold – human TNAP enzyme activators, primary screen, biochemical, luminescent, no phosphate acceptor, uHTS (AID 1001); Alkaline phosphatase, tissue-nonspecific isozyme (Homo sapiens); purified TNAP, luminescent activation assay, no phosphate acceptor; higher activation fold means a stronger effect; activation fold at 20 µM, or EC50 in µM where a hit was titrated; hit rate 0.03% among 200,000; in the data active = activation fold from about 3, or a potency from the dose series; inactive = the rest, 99 in 100 with activation fold below about 1.6; note: many of its hits are not listed in these tables
K1F lysis inhibition – inhibition of K1F phage lysis, E. coli UTI89, bacterial capsule biogenesis inhibitors, alamar blue (AID 488966). E. coli UTI89 K1F phage lysis, alamar blue, 2 h; higher % means a stronger effect. inhibition, % at 100 µM, or IC50 in µM where a hit was titrated. hit rate 0.02% among 340,000;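 active = phage lysis inhibition, versus mean bacterial control, above a set limit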;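 note: capsule biogenesis inhibitors block K1F phage lysis so surviving cells raise fluorescence; higher fluorescence means more inhibition of phage lysis; actives were called in the ten point dose series up to 300 µM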
T cell modulator – modulators of CD8 T cell-vesicle binding, primary screen, mouse 2C CD8+ T cells, flow cytometry. 2C CD8+ T cell-vesicle binding; active compounds read low. calls only at 7 µM. hit rate 0.068% among 330,000;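 active = response, share of CD8 T cells binding vesicles, and their 90th percentile fluorescence all below set limits, cut at about 80% in these data, passing the limit was not always enough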
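Read-out – percent CD8+ FL2 mean versus row control · System – murine 2C transgenic CD8+ T lymphocytes · Times – 1.5 h cell–vesicle binding at 37 °C, then 20 min icy labelling · Control set – naked vesicles low, QL9 vesicles with vehicle high · Detection – cytometric PE anti-B7-1 and Alexa647 anti-CD8 signals after 1% paraformaldehyde fixation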
human PMI inhibition – inhibitors of human PMI, primary screen, biochemical, fluorescence intensity, coupled assay (AID 1209); purified PMI enzyme, coupled fluorescence intensity; higher % means a stronger effect; inhibition, % at 20 µM, or IC50 in µM where a hit was titrated; Mannose-6-phosphate isomerase (Homo sapiens); hit rate 0.42% among 190,000;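 note: plate controls were DMSO vehicle for no effect and wells lacking substrate for full effect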
T cell modulator vesicle-bound % – further read-out of T cell modulator, marked with its call; double positive events, %; measured here: CD8+ vesicle-bound cell fraction;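 binding gate set so that unloaded-vesicle control wells show 10% double positive cells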
* marks the source's active call; other numbers are inactive results; i = inactive; nt = not tested or not shown; [ ] = remark or other dose. Cut-off read from the data, not from the text of the source, unless noted: active = inhibition above about 50%; inactive = the rest. This is a random part of the collection. Share with any hit: about 1.5%.

SMILES	P. falciparum M1AAP	human PMI inhibition	West Nile antiviral	T cell modulator vesicle-bound %	K1F lysis inhibition	T cell modulator	human PMI inhibitors	TNAP activation fold	M17LAP inhibition	RSV CPE inhibition
O=C(COC(=O)CCC(NC(=O)OCc1ccccc1)C(=O)OCC(=O)Nc1ccccc1)Nc1ccccc1 (stereo not drawn)	6%	15%	0.2%	46	4.3%	i	7%	1	-2%	1.1%
CCN(CC)CCN(C(=O)CCS(=O)(=O)c1ccccc1)c1nc2cc(OC)c(OC)cc2s1	nt	nt	0.3%	56	-0.3%	i	nt	nt	nt	0.7%
O=C1CSC(c2cccnc2)N1c1cccc(Cl)c1 (stereo not drawn)	0%	-11%	0.4%	38	-0.1%	i	-6%	1.1	6%	2.3%
CC1CCC(NC(=O)CC(C)(C)Cc2nc3ccccc3c(=O)[nH]2)CC1 (stereo not drawn)	5%	7%	-0.2%	10	-0.2%	i	12%	1.1	7%	7.2%
CC1=C(C(=O)Nc2ccc(Cl)cc2)C(c2cccs2)n2nnnc2N1 (stereo not drawn)	4%	9%	-0.7%	37	0.0%	i	7%	1.1	-2%	1.0%
Cn1c(=O)c2c(ncn2CC(=O)N/N=C/C=C/c2ccccc2[N+](=O)[O-])n(C)c1=O	7%	nt	0.3%	17	nt	i	nt	nt	-5%	2.6%
O=C(CSc1ncccn1)NCC1CCCO1 (stereo not drawn)	nt	nt	-0.6%	33	1.6%[50 µM]	i	nt	nt	nt	1.7%
CN(NC1OC(=O)c2ccccc21)c1ccccc1[N+](=O)[O-] (stereo not drawn)	10%	nt	0.7%	43	0.9%	i	nt	nt	3%	5.3%
CCCCOP(=O)(OCCCC)C(Nc1ccccc1)c1ccc2c(c1)OCO2 (stereo not drawn)	4%	23%	-0.2%	32	0.3%[50 µM]	i	9%	1	13%	2.8%
COc1ccc(S(=O)(=O)Nc2ccccc2Cl)cc1NC(C)=O	7%	-14%	-0.1%	59	1.2%	i	-12%	1.1	-3%	1.9%
CCN(CC)S(=O)(=O)c1ccc(OC)c(NC(=O)C2CC(=O)N(c3ccc(C)cc3)C2)c1 (stereo not drawn)	1%	-23%	-1.1%	65	-1.3%	i	-8%	1	-15%	2.9%
O=C(NCc1ccccc1)c1cc2ccccc2oc1=O	nt	nt	0.8%	41	0.3%	i	nt	nt	nt	0.6%
CC1=C(C(=O)NC2CCCc3c2cnn3-c2cccc(C)c2C)OCCO1 (stereo not drawn)	nt	nt	-1.3%	6	-0.1%	i	nt	nt	nt	-1.0%
COc1ccccc1N1CCN(C(=O)c2ccccc2NC(=O)C2CCCCC2C(=O)O)CC1 (stereo not drawn)	-1%	2%	0.2%	43	3.7%	i	-1%	1.1	40%	2.6%
NC1=NC2(CCC(c3ccccc3)CC2)n2c(nc3ccccc32)N1 (stereo not drawn)	0%	2%	nt	57	2.2%	i	0%	2.8	-2%	18%
CC1CCCC(NC(=O)COC(=O)[C@@H](NC(=O)c2ccco2)C(C)C)C1C (stereo partly drawn)	0%	-3%	-0.8%	39	-0.1%	i	-1%	1.1	2%	0.7%
FC(F)(F)c1nnc2sc(-c3ccncc3)nn12	1%	-1%	-0.1%	42	-1.4%	i	2%	1	10%	6.9%
COc1cc(C2Nc3ccccc3NC3=C2C(=O)CC(c2ccc(OC)c(OC)c2)C3)ccc1O (stereo not drawn)	13%	nt	0.1%	17	0.2%[50 µM]	i	nt	nt	-6%	-2.6%
O=C(C1CCN(CC2CCCCC2)CC1)N1CCCC1	-6%	-10%	0.4%	44	4.7%	i	-12%	1.1	5%	0.9%
O=C(CCC(=O)c1ccc(F)cc1)Nc1cccc(C(F)(F)F)c1	1%	-4%	0.1%	26	0.0%	i	-1%	1	-12%	1.3%
CCc1ccccc1NC(=O)C1CCCN(S(=O)(=O)c2c(C)noc2C)C1 (stereo not drawn)	-2%	12%	-0.1%	55	3.3%	i	14%	1.1	2%	1.3%
CC(C)OCCCNC(=O)C1CCC(=O)N1C(C)C (stereo not drawn)	0%	-3%	-0.2%	6	0.0%[50 µM]	i	-6%	1.1	5%	-1.0%
CCCCOC(=O)c1ccc(NC(=O)C(=O)NCCN(CC)CC)cc1	-1%	nt	-0.3%	23	4.0%	i	nt	nt	-11%	nt
CS(=O)(=O)N1CCC(C(=O)N2CCN(c3ccccc3F)CC2)CC1	-7%	3%	0.9%	51	3.3%	i	10%	1	-3%	-0.5%
CNS(=O)(=O)c1cccc(C(=O)OCc2cc(=O)n3cc(Br)ccc3n2)c1	13%	6%	-0.1%	47	1.8%	i	15%	1.1	-3%	4.6%
COc1cc(OC)c(C(=O)O/N=C(\N)c2ccccc2)cc1OC	nt	nt	-0.9%	34	0.7%	i	nt	nt	nt	2.2%
O=C(c1ccco1)N1CCN(C(=O)c2sccc2-c2ccccc2)CC1	9%	-22%	-0.2%	54	1.7%	i	-25%	1.1	9%	1.0%
CCOC(=O)C(C)Sc1nc(=O)n2ccccc2n1 (stereo not drawn)	4%	-23%	0.0%	52	0.4%	i	-6%	1	5%	-0.3%
COCCn1c(SCC(=O)Nc2ccc(F)cc2F)nc2c([nH]c3ccccc32)c1=O	nt	nt	2.2%	11	0.2%	i	nt	nt	nt	2.5%
O=C(O)c1cc2nc(C3CC3)cc(C(F)(F)F)n2n1	2%	-2%	-0.1%	11	-0.9%	i	-6%	0.9	4%	1.4%

Sorted by heavy-atom count (descending): three of the compounds above.
SMILES	P. falciparum M1AAP	human PMI inhibition	West Nile antiviral	T cell modulator vesicle-bound %	K1F lysis inhibition	T cell modulator	human PMI inhibitors	TNAP activation fold	M17LAP inhibition	RSV CPE inhibition
O=C(COC(=O)CCC(NC(=O)OCc1ccccc1)C(=O)OCC(=O)Nc1ccccc1)Nc1ccccc1 (stereo not drawn)	6%	15%	0.2%	46	4.3%	i	7%	1	-2%	1.1%
COc1cc(OC)c(C(=O)O/N=C(\N)c2ccccc2)cc1OC	nt	nt	-0.9%	34	0.7%	i	nt	nt	nt	2.2%
O=C(O)c1cc2nc(C3CC3)cc(C(F)(F)F)n2n1	2%	-2%	-0.1%	11	-0.9%	i	-6%	0.9	4%	1.4%

An excerpt from above, reduced to RSV CPE inhibition:
molecule | RSV CPE inhibition
CCN(CC)CCN(C(=O)CCS(=O)(=O)c1ccccc1)c1nc2cc(OC)c(OC)cc2s1 | 0.7%
O=C1CSC(c2cccnc2)N1c1cccc(Cl)c1 (stereo not drawn) | 2.3%

Next entries.
SMILES	P. falciparum M1AAP	human PMI inhibition	West Nile antiviral	T cell modulator vesicle-bound %	K1F lysis inhibition	T cell modulator	human PMI inhibitors	TNAP activation fold	M17LAP inhibition	RSV CPE inhibition
CCn1c(=O)n(CC)c2cc(S(N)(=O)=O)ccc21	0%	14%	0.1%	44	0.1%	i	3%	1.1	8%	0.1%
Cn1c(Oc2ccccc2NCc2cccc(Br)c2)cc(=O)n(C)c1=O	5%	14%	-0.5%	55	12%	i	13%	1.1	-4%	16%
COc1cc(C(=O)N/N=C/c2ccccn2)cc(OC)c1OC	-1%	28%	-0.2%	62	-1.4%	i	34%	1.3	16%	2.6%
O=C(CCN1C(=O)C2CCCCC2C1=O)Nc1nc(-c2ccccc2)cs1 (stereo not drawn)	4%	nt	0.1%	19	-1.0%	i	nt	nt	-1%	2.3%
Cc1ccc[n+](-c2[nH]c(=O)sc2/C=N/NC(=O)c2ccccc2[O-])c1	21%	-4%	0.9%	0	-0.3%	i	-8%	1	26%	2.0%
COc1cccc(C(=O)Nc2ccc3c(c2)C(=O)c2ccccc2C3=O)c1	-2%	6%	-1.6%	52	1.1%	i	6%	1	-9%	0.4%
Cc1cccc(C)c1NC(=S)N/N=C/c1ccc(OCCC(C)C)cc1	4%	8%	-0.1%	27	0.4%	i	6%	1	3%	4.7%
COc1cc2nc(SCC(=O)NCc3ccco3)n(Cc3ccc(Cl)cc3)c(=O)c2cc1OC	-3%	-13%	1.3%	59	10.0%	i	-9%	1.2	0%	8.7%
CCOC(=O)C1=C(C)N=C2SCCC(=O)N2[C@@H]1/C=C/c1ccccc1	-2%	9%	0.9%	50	0.7%	i	10%	1	2%	2.3%
CC1CCN(c2nc(N3CCCCC3)nc(N3CCCCC3)n2)CC1	3%	-4%	0.1%	21	0.4%	i	-9%	1.1	1%	7.5%
COc1ccc(NC(=O)/C(=C\c2cc(OC)c(OC)cc2[N+](=O)[O-])NC(=O)c2ccccc2)cc1	7%	7%	-0.2%	3	1.6%	i	15%	1.1	-12%	0.3%
CCOC(=O)c1cnc(-n2nc(C)cc2C)nc1NNc1cc(C)nc(-c2ccccc2)n1	-2%	-2%	-0.1%	25	-0.2%	i	-13%	2.4	-1%	5.4%
CSc1ccccc1NC(=O)CN(c1ccccc1)S(=O)(=O)N(C)C	6%	6%	0.2%	39	0.1%	i	3%	1.1	-1%	0.9%
O=C(COc1ccccc1Cl)Nc1cccnc1	0%	-23%	0.2%	26	-0.5%	i	-19%	1.1	0%	-0.7%
COc1ccccc1/C=C/C(=O)OCC(=O)Nc1ccc(Cl)cn1	4%	nt	-0.5%	9	-0.2%	i	nt	nt	-2%	-0.2%
NC1=C([N+](=O)[O-])C(c2ccc3c(c2)OCO3)C2=C(CCCC2=O)O1 (stereo not drawn)	nt	nt	0.1%	54	0.2%	i	nt	nt	nt	0.0%
COC(=O)c1ccccc1NC(=O)CN(c1c(C)cccc1C)S(C)(=O)=O	nt	nt	-0.3%	54	0.9%	i	nt	nt	nt	2.1%
S=C(NC1CC1)N1CCN(c2ccc(Cl)cc2)CC1	-2%	14%	-1.8%	28	0.2%	i	13%	1.1	-6%	1.7%
Cc1noc(C)c1S(=O)(=O)N1Cc2ccccc2CC1C(=O)N(C)C (stereo not drawn)	nt	nt	0.0%	37	0.3%	i	nt	nt	nt	1.8%
Cc1[nH]c2ccccc2c1NC(=O)CN1CCN(c2cccc(C(F)(F)F)c2)CC1	3%	19%	-0.3%	14	0.6%	i	0%	1.1	27%	13%

Assay outcomes: PubChem BioAssay, several laboratories
